# Screening data (PubChem)
# SDO1 yeast rescue – compounds rescuing growth of sdo1-depleted yeast, bone marrow failure model; z-score at 10 µM; AID 817; S. cerevisiae sdo1-depleted JHY4D growth rescue, OD600 30 h; active compounds read high; pdr5 snq2 efflux-pump mutant strain; 140,000 tested, 0.21% active;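 active = z-score above 3 at both the 24 hr and the 30 hr optical density reads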;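 note: z-score against mean and SD of all compound wells on the same plate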
# Insulin prom inh – TRM-6 insulin promoter activity inhibition; TRM-6 cells (human fetal islet line), insulin promoter-eGFP reporter, imaging; reporter expression induced with tamoxifen; inhibition, % at 2 µM; 130,000 tested, 0.9% active;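 active = inhibition above the mean plus 3 SD, with well images judged a real hit on visual review, cut at about 60% in these data, passing the limit was not always enough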
# SDO1 yeast rescue Rescue 24 h – second read-out of SDO1 yeast rescue, no call of its own (marks repeat the call); z-score; S. cerevisiae sdo1-depleted JHY4D growth rescue, OD600; measured here: growth rescue at 24 h;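 0 is the plate mean of compound wells and units are plate SD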
# Starred values were filed as active, the others as inactive; . = not tested or not shown.
SDO1 yeast rescue,SDO1 yeast rescue Rescue 24 h,Insulin prom inh,SMILES
0.57,-0.72,28.6,CCSc1cc(C2C(C(=O)OC)=C(C)NC3=C2C(=O)CCC3)c(C)o1 (stereo unspecified)
.,.,33.3,Cc1ccccc1SC1CCN(Cc2nc(C3CC3)no2)CC1
1.51,1.92,38.7,COc1cccc(NC(=O)CC2SC(=Nc3ccccc3)NC2=O)c1 (stereo unspecified)
-0.71,-0.67,-14.3,COC(=O)c1ccccc1NS(=O)(=O)c1ccc(F)cc1
-0.57,-0.73,30.0,O=C(NC1CCCCC1)C(c1ccc2ncccc2c1)N(Cc1ccc2c(c1)OCO2)C(=O)c1cccs1 (stereo unspecified)
0.25,0.3,.,Cc1cc(C)cc(-n2c(C)cc(/C=C3\C(=N)N4N=C(CC(C)C)SC4=NC3=O)c2C)c1
-1.25,-0.9,-100.0,COc1ccc(Br)cc1CNC(=O)CCc1nc(-c2ccccc2F)no1
-1.35,-0.7,.,Cc1ccc(-c2csc(NC(=O)c3ccc(-c4ccccc4)cc3)n2)o1
-1.09,-1.05,-100.0,CCc1ccc(C(=O)CSc2ncn[nH]2)cc1
-0.39,-0.36,0.0,Cc1ccc(-c2nc(-c3cccnc3)no2)cc1
.,.,-15.0,CCOCCc1nnc(NC(=O)Cc2c(F)cccc2Cl)s1
.,.,-44.4,Cc1ccc(OCC(=O)Nc2cccc3c2CCCC3)cc1C
0.35,0.35,50.0,CSc1nc2ccccc2s1
-0.21,-0.55,.,CCn1c(C)nc2cc(S(=O)(=O)N3CCCC3)ccc21
1.01,0.66,.,Cc1c(NC(=S)NC(NC(=O)C(C)C)C(Cl)(Cl)Cl)c(=O)n(-c2ccccc2)n1C (stereo unspecified)
-0.12,-0.47,45.7,COc1cccc(S(=O)(=O)N2CCOCC2)c1
-1.48,-0.59,3.2,O=C(CSc1ccc(Cl)cc1)N1CCN(c2c(Cl)cccc2[N+](=O)[O-])CC1
0.22,1.2,.,Cn1cc(CC(=O)N2CCN(c3ccccc3F)CC2)c2ccccc21
.,.,-17.1,CN(C)c1ccc(C2CC(=O)OC3=C2C(=O)CC(C)(C)C3)cc1 (stereo unspecified)
1.27,1.43,-50.0,COCCN(CCOC)C(=O)CCn1c(=O)oc2ccccc21
-0.7,-0.51,-33.3,C=CCn1cnc2c(c1=O)c1nc3ccccc3nc1n2-c1ccc(C)cc1
-1.26,-0.9,-14.3,Cc1ccc(N2CCN(c3ccc(C)cc3)C2c2cccnc2)cc1
1.76,1.68,14.3,O=C(NC(NC(=S)Nc1ccccc1O)C(Cl)(Cl)Cl)c1ccco1 (stereo unspecified)
-1.42,0.29,.,COc1ccc(C(=O)Nc2nnc(-c3ccccc3)o2)cc1OC
-0.74,-1.01,43.8,C=CCn1c2ccccc2c2nnc(SCC(=O)OCN3C(=O)c4ccccc4C3=O)nc21
2.05,1.75,.,N#Cc1nc(Cc2cccc3ccccc23)oc1N1CCC(C(N)=O)CC1
0.02,1.51,-26.1,CC(CNc1ccc([N+](=O)[O-])c2cccnc12)Nc1c([N+](=O)[O-])cc(C(F)(F)F)cc1[N+](=O)[O-] (stereo unspecified)
-0.61,-0.84,30.6,COc1ccc(OC)c(S(=O)(=O)N2CCCc3ccccc32)c1
0.84,0.84,-7.7,COc1ccc(OCC(O)Cn2ccnc2C)cc1 (stereo unspecified)
-0.31,0.59,.,CC(Sc1nnc(-c2ccc(Cl)cc2)n1C)C(N)=O (stereo unspecified)
.,.,-55.6,O=C(CNc1ccccc1F)N/N=C/C1CC=CCC1 (stereo unspecified)
0.46,-0.35,57.1,COc1ccc(C2CC(c3ccc(Br)cc3)Nc3nc(N)nn32)cc1 (stereo unspecified)
.,.,0.0,O=C(O)c1ccc(NC(=S)NC(=O)c2ccc(-c3ccccc3)cc2)cc1
-0.08,0.78,-21.9,Cc1c(Cl)cccc1NC(=S)NCc1cccs1
-0.59,-1.45,5.7,Cc1ccc(NC(=O)c2cc(S(=O)(=O)c3ccccc3)ccc2Cl)cc1
0.54,0.65,.,O=C(NCc1cn2ccsc2n1)c1c(F)cccc1Cl
-0.33,-0.1,-150.0,CCc1cc2cc(C(=O)Nc3ccc(F)cc3)sc2s1
0.65,-0.14,.,Cc1cc(C)nc(NS(=O)(=O)c2ccc(NC(=O)C3(c4ccc([N+](=O)[O-])cc4)CCCC3)cc2)n1
-0.06,0.04,-81.2,CC(C)CC(=O)Nc1cccc(-c2cn3ccsc3n2)c1
0.73,0.12,23.1,COc1cc2oc(=O)cc(C)c2c(OC)c1OC
.,.,17.6,COc1ccc(Nc2ccc(N3C(=O)CC(C)C3=O)cc2[N+](=O)[O-])cc1OC (stereo unspecified)
-1.07,-1.55,-27.3,O=C(NCc1ccco1)Nc1cccs1
0.48,0.37,-8.1,CCOCCCNC(=O)CSc1ccccc1
-0.93,-0.2,.,Cc1ccc(C(=O)Nc2ccccc2C(=O)NCc2ccccc2)cc1
.,.,-50.0,CN(C(=O)COC(=O)CCc1nc2ccccc2c(=O)[nH]1)C1CCS(=O)(=O)C1 (stereo unspecified)
1.17,2.18,0.0,CCCCc1c(O)nc(SCC(=O)NCC2CCCO2)[nH]c1=O (stereo unspecified)
.,.,-7.1,CCOc1ccc(CCNC(=O)COc2cc(=O)n(C)c3ccccc23)cc1OCC
.,.,42.9,Cn1cnnc1SCC(=O)NC1CCCc2ccccc21 (stereo unspecified)

# 5 entries already listed, sorted by the value under Insulin prom inh, highest first:
SDO1 yeast rescue,SDO1 yeast rescue Rescue 24 h,Insulin prom inh,SMILES
.,.,17.6,COc1ccc(Nc2ccc(N3C(=O)CC(C)C3=O)cc2[N+](=O)[O-])cc1OC (stereo unspecified)
1.17,2.18,0.0,CCCCc1c(O)nc(SCC(=O)NCC2CCCO2)[nH]c1=O (stereo unspecified)
.,.,-7.1,CCOc1ccc(CCNC(=O)COc2cc(=O)n(C)c3ccccc23)cc1OCC
0.48,0.37,-8.1,CCOCCCNC(=O)CSc1ccccc1
-1.07,-1.55,-27.3,O=C(NCc1ccco1)Nc1cccs1

# Continued.
SDO1 yeast rescue,SDO1 yeast rescue Rescue 24 h,Insulin prom inh,SMILES
0.97,0.56,42.9,COc1cc(C(=O)Nc2ccc3c(c2)OCCO3)ccc1-n1cnnn1
-0.29,-0.42,-7.1,O=C(/C=C/c1ccccc1)n1cnnc1SC/C=C/c1ccccc1
0.14,-0.18,.,CC1(C)CC(=O)c2cc(OCC(=O)O)ccc2O1
-1.43,-1.08,.,CCOC(=O)COc1cccc2c(=O)n(CC(=O)NCc3ccc4c(c3)OCO4)ccc12
-0.53,-0.1,-18.9,O=C(Nc1nnc(C2CC2)s1)C1Cc2ccccc2CN1S(=O)(=O)c1ccccc1F (stereo unspecified)
.,.,8.3,Cc1ccc(Nc2ccc3nonc3c2[N+](=O)[O-])cc1
0.9,0.45,-20.0,Cc1ccc(-n2nnnc2SCC(=O)NNC(=O)c2ccco2)cc1C
-1.01,-0.73,0.0,O=C(CSc1nnc(-c2ccc(F)cc2)c2ccccc12)Nc1c(F)cccc1F
-0.73,-1.39,0.0,S=c1[nH]nc(COc2ccc3c(c2)OCO3)n1-c1ccccc1
-0.62,-0.72,27.3,COc1ccc(NS(=O)(=O)c2c(F)cc(F)c(Cl)c2F)cc1S(=O)(=O)N1CCCCC1
0.9,0.61,-16.0,COc1ccc(-c2nsc3c(SCC(=O)Nc4cc(C)ccc4C)ncnc23)cc1
-0.9,-1.09,13.3,O=C(CSc1nc2ccccc2o1)Nc1ccccc1N1CCCCCC1
-1.66,-1.6,.,O=C(/C=C/c1ccco1)c1ccc(NC(=O)C23CC4CC(CC(C4)C2)C3)cc1
0.84,0.89,44.0,COc1ccc(NC(=O)C(C)Oc2ccc(/C(C)=N\O)cc2)cc1 (stereo unspecified)
-0.73,-0.77,.,CCOC(=O)c1c(C)[nH]c(C(=O)Nc2ccc3c(c2)OCO3)c1C
-1.22,-1.11,6.5,Cc1ccc2c(CC(=O)NCC3COc4ccccc4O3)coc2c1 (stereo unspecified)
.,.,0.0,N#CC1=C(N)Oc2ccc3ccccc3c2C1c1cccnc1 (stereo unspecified)
-1.62,-1.93,-2.3,Cc1[nH]c2ccccc2c1CCNC(=O)c1ccc2c(c1[N+](=O)[O-])C(=O)c1ccccc1C2=O
0.26,-0.32,12.5,CSCCC(CO)NC(=O)OCc1ccccc1 (stereo unspecified)
0.78,0.27,.,Nc1ccnn1Cc1cccs1
.,.,-100.0,Cc1cc(NC(C)C)n2c(nc3ccccc32)c1C#N
.,.,-40.0,Cc1ccc(NC(=O)CCS(=O)(=O)c2ccccc2)cc1S(=O)(=O)N1CCOCC1
-1.17,-0.32,.,COc1nc(NC23CC4CC(CC(C4)C2)C3)nc(OC)n1
0.89,1.33,.,CCOc1ccc(CSC(=N)N)cc1[N+](=O)[O-]

# An excerpt from above, showing only Insulin prom inh and SDO1 yeast rescue Rescue 24 h:
SMILES,Insulin prom inh,SDO1 yeast rescue Rescue 24 h
Cc1cc(NC(C)C)n2c(nc3ccccc32)c1C#N,-100.0,.
N#CC1=C(N)Oc2ccc3ccccc3c2C1c1cccnc1 (stereo unspecified),0.0,.
Cc1ccc(NC(=O)CCS(=O)(=O)c2ccccc2)cc1S(=O)(=O)N1CCOCC1,-40.0,.
Nc1ccnn1Cc1cccs1,.,0.27

# Remaining list, next part:
SDO1 yeast rescue,SDO1 yeast rescue Rescue 24 h,Insulin prom inh,SMILES
.,.,7.1,CCOC(=O)CCCN1CC(O)=C(c2nc(-c3ccc(Cl)cc3)cs2)C1=N
-1.69,-1.89,6.2,Cc1sc(NC(=O)CCl)c(C(=O)c2ccccc2)c1C
-0.32,-0.83,.,N#CCCn1cc(C(CC(=O)c2ccc(Br)cc2)C(=O)O)c2ccccc21 (stereo unspecified)
0.76,0.54,13.3,CC(=O)c1cccc(NC(=O)CCCOc2ccc(C)cc2)c1
-1.11,-1.2,-61.6,CC(Cc1cccs1)NC(=O)Nc1cccc(Cl)c1 (stereo unspecified)
.,.,9.1,Cc1cc(NC(=O)C2Oc3ccccc3OC2C)no1 (stereo unspecified)
0.34,-0.55,-45.5,CCN(CC)C(=O)CN(C#N)c1nc(NC(C)C)nc(NC(C)C)n1
-0.84,-0.31,0.0,Cc1ccc(Nc2nc(-c3ccc(S(=O)(=O)N4CCOCC4)cc3)cs2)cc1Cl
-0.84,-0.22,40.7,CCOc1cc(-c2cc(-c3ccc(C)cc3)nc(N)c2C#N)ccc1O
-0.34,0.01,0.0,COc1ccc(OC)c(NC(=O)C2CCCCC2C(=O)O)c1 (stereo unspecified)
-0.67,0.03,.,O=C(COC(=O)c1cc(-c2cccnc2)nc2ccccc12)Nc1ccc(F)cc1F
-1.62,-0.87,-60.7,Cc1cccc(Oc2c(C=O)c3ccccc3n2C)c1
0.38,0.34,.,O=C(C1=NN[C@@H]2C(=O)N(c3cccc(C(F)(F)F)c3)C(=O)[C@H]12)C(c1ccccc1)c1ccccc1
0.47,0.21,28.6,Cc1ccc(NS(=O)(=O)c2ccc(OCC(=O)NCc3ccco3)cc2)cc1
.,.,-38.1,CCOC(=O)C1CCCN(C(=O)c2cc3cc(Br)ccc3oc2=O)C1 (stereo unspecified)
-0.72,-0.87,48.6,Cc1cc(=O)oc2c1c(C)nn2-c1nn[nH]n1
-1.11,-0.53,.,CCOc1ccc(OCC)c(NC(=O)C2CCCN(c3nc(C)cc(C)n3)C2)c1 (stereo unspecified)
-1.17,-0.19,-32.3,CCOc1ccc(Nc2nc(Cc3nnc(SCC(=O)c4ccc(C)cc4)o3)cs2)cc1
-0.05,-0.42,.,C=CCNc1nc2c(c(=O)[nH]c(=O)n2C)n1Cc1cccc(C)c1
0.62,-0.41,-16.7,Cc1ccc(S(=O)(=O)CCC(=O)OCC(=O)N2CC(=O)Nc3ccccc32)cc1
.,.,-6.7,Cc1ccc(OCCn2c(=S)[nH]c3c(N)ncnc32)cc1
0.89,-0.44,-20.0,CCNC(=S)Nc1ccccc1-c1ccccc1
-1.34,-0.71,-40.5,Cc1cc(C)nc(Nc2n[nH]c(COc3ccc4ccccc4c3)n2)n1
-0.36,-0.16,.,Cn1c(=O)cc(SCC(=O)NCC2COc3ccccc3O2)c2ccccc21 (stereo unspecified)
0.49,0.78,-50.0,CCN1CCCC1CNC(=O)Cn1cnc2sc(C)c(S(=O)(=O)N3CCC(C)CC3)c2c1=O (stereo unspecified)
0.53,-0.45,-2.9,CC(O)c1cccc(NC(=O)CCC(=O)O)c1 (stereo unspecified)
-0.13,-0.87,-24.3,COc1cc(CNCCc2ccccc2F)ccc1OCc1ccc(Cl)nc1
-0.27,-0.78,35.2,Cc1cc(C(=O)NCc2ccc(C(=O)O)o2)c(C)o1
-0.15,1.18,-33.3,CC(C)(C)c1ccc(C(=O)NC(=S)Nc2nc3c(s2)CCCC3)cc1
-1.59,-0.26,.,Cc1noc(C)c1CSc1nc2ccccc2c(=O)n1-c1ccc(F)cc1F
.,.,14.3,CC(C(=O)NCC1(c2ccccc2)CCOCC1)N1CCOCC1 (stereo unspecified)
0.87,0.12,8.6,CCc1onc(C)c1C(=O)Nc1cc(C)ccc1OC
1.05,0.88,2.8,COc1ccc(CN(CC(=O)NCc2ccco2)C(=O)CCC(=O)Nc2nccs2)cc1
1.04,1.67,12.9,CCn1c(SCC(=O)NNC(=S)Nc2ccccc2)nnc1-c1ccc(Cl)cc1
.,.,13.3,CC(=O)N(C)c1ccc(NS(=O)(=O)c2cc(Cl)ccc2Cl)cc1
0.12,1.04,9.1,CCn1c(COc2cccc(C)c2)nnc1SCC(=O)Nc1cccc(C(=O)OC)c1
0.06,-0.5,-37.0,Cc1ccc(Nc2cnn(C34CC5CC(CC(CC(=O)O)(C5)C3)C4)c(=O)c2Cl)cc1C
